High-throughput results: PubChem, Southern Research Specialized Biocontainment Screening Center
VEEV TC-83 Vero – inhibitors of VEEV TC-83 cytopathic effect, confirmation, Vero cells (AID 588727); Vero cells, VEEV TC-83 cytopathic effect inhibition; higher % means a stronger effect; inhibition, % at 20 µM, or IC50 in µM where a hit was titrated; 350,000 compounds, 0.13% hits; in the data active means a potency from the dose series; inconclusive means inhibition mostly from about 14% at the one dose, without a potency; inactive means the rest, 99 in 100 with inhibition below about 12%; further: strong numbers were not always called active
influenza NS1A – NS1A inhibition, H1N1 influenza, cell based functional assay (AID 504329). NS1A functional cell-based assay, percent inhibition; higher % means a stronger effect. one-dose inhibition, % at 12.5 µM; IC50 in µM for titrated hits. 340,000 compounds, 0.3% hits; in the data active means a potency from the dose series; inconclusive means inhibition above about 27% without an active follow-up result; further: strong numbers were not always called active
H37Rv inhibition – M. tuberculosis growth inhibition, HTS (AID 449762); M. tuberculosis H37Rv growth inhibition, 7H9 media; higher % means a stronger effect; 330,000 compounds, 0.59% hits; inhibition, % at 25 µM; hits with a dose series show IC50 in µM; in the data active means a potency from the dose series; inconclusive means inhibition above about 70% without an active follow-up result;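 further: bacterial growth assessed after seven days of incubation; strong numbers were not always called active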
PhoP GFP inhibition – PhoP regulon inhibitors, Salmonella typhi PhoP promoter GFP reporter, confirmatory (AID 1850); inhibition, % at 50 µM, or IC50 in µM where a hit was titrated; Salmonella Typhi PhoP-promoter GFP reporter, fluorescence, 4 h; higher % means a stronger effect; 310,000 compounds, 0.33% hits; in the data active means a potency from the dose series; inconclusive means inhibition mostly from about 25% at the one dose, without a potency; inactive means the rest, 99 in 100 with inhibition below about 19%;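 further: 0% = induced wells with vehicle and 100% = uninduced wells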
tuberculosis growth – growth inhibition of non-replicating M. tuberculosis (AID 488890); Mycobacterium tuberculosis non-replicating, growth inhibition; higher % means a stronger effect; inhibition, % at 25 µM; hits with a dose series show IC50 in µM; 320,000 compounds, 0.39% hits; in the data active means a potency from the dose series; inconclusive means inhibition mostly from about 82% at the one dose, without a potency; inactive means the rest, 99 in 100 with inhibition below about 76%;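 further: plate controls were DMSO cells for no effect and high antibiotic wells for full effect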
VEEV TC-83 Vero 10K pilot screen – also measured in VEEV TC-83 Vero; calls as there; inhibition, %; measured here: 10K pilot screen inhibition
Active calls of the source: *; i = inactive; ? = inconclusive; · = no result given; & = joins results of further samples.

SMILES | VEEV TC-83 Vero | influenza NS1A | H37Rv inhibition | PhoP GFP inhibition | tuberculosis growth | others
O=C(NCCc1ccc(Cl)cc1)C1CCCO1 (centres undefined) | i | -1% | -4% | 5% | 6%
CN(CC(=O)Nc1ccc(N2CCOCC2)cc1)CC(=O)Nc1ccc(C(F)(F)F)cc1 | 4.1% | -1% | 30% | 0% | 70%
CC(=O)c1ccc(S(=O)(=O)Nc2ccc(-c3cn4c(n3)SCC4)cc2)cc1 | 0.8% | 4% | 2% | -2% | 21%
Cn1c(=O)c([N+](=O)[O-])c(NCCc2ccccc2)c2ccccc21 | 0.7% | 1% | 6% | 0% | ·
Cc1ccc(NC(=O)C2CC2)cc1S(=O)(=O)N1CCOCC1 | 1.0% | 6% | -3% | · | 12%
CCOc1ccc(C2=[N+]([O-])C(C)(C)N(O)C2(C)C)cc1 | 0.5% | 18% | -3% | 0% | ·
O=C1CCC[C@@H]2C[C@@]3(C[C@@H]4CCN1[C@H]24)Nc1cc(Cl)ccc1NC3=NC1CCCCC1 | i | 11% | · | · | ·
CC(C)CC1(C)NC(=O)N(Cc2cc([N+](=O)[O-])cc3c2OCOC3)C1=O (centres undefined) | 6.8% | 17% | 1% | 12% | 20%
O=C(Nc1ccc(O)c(-c2nc3ccccc3o2)c1)C1(c2ccccc2)CCCC1 | 2.7% | -5% | 0% | -7% | 0%
CCOC(=O)c1nc2sc(C)c(C)c2c(=O)[nH]1 | 1.1% | -4% | -9% | 0% | -36%
CCCc1cc(C(=O)Nc2ccccc2SC)no1 | 4.8% | -4% | ? | -9% | i | VEEV TC-83 Vero 10K pilot screen=2.1
CCOC(=O)C1(Cc2ccc(OC)cc2)CCN(C(=O)c2cc(C)on2)CC1 | 0.9% | -1% | 11% | -18% | 2%
CC(SC1=Nc2ccccc2C2CC=NN12)C(=O)NC1(C#N)CCCCC1 (centres undefined) | 10% | 9% | 13% | 6% | 34%
CC(Sc1ncc(C#N)c(N)n1)C(=O)Nc1ccccc1 (centres undefined) | 5.9% | 13% | 23% | 3% | 4% | VEEV TC-83 Vero 10K pilot screen=2.5
C=CCOc1ccc(NC(=O)C(=O)NCCCn2ccnc2)cc1 | 1.9% | 4% | 20% | 1% | 2%
COc1ccc(C2C(C#N)=C(N)Oc3cc(O)ccc32)cc1OC (centres undefined) | 6.1% | 5% | -5% | -1% | 1%
CCCc1nc2ccccc2c(C(=O)N(CC)CC(=O)NCc2cccs2)c1CC | 10% | -14% | · | · | ·
C[C@@H]1C[C@H]2[C@@H]3C[C@H](F)C4=CC(=O)C=C[C@]4(C)[C@@]3(F)[C@@H](O)C[C@]2(C)[C@@]1(O)C(=O)CO | 0.8% | -1% | 2% | 1%&6% | 3%
CC(=O)N1CC=CC1(C)C(=O)O (centres undefined) | 0.6% | 2% | -2% | -4% | -6%
COc1cccc(C2(O)CCN(C(=O)C3CCC3)CC2)c1 | 1.9% | 1% | -8% | -1% | -10%

15 compounds from above, ordered by SMILES length, low to high:
SMILES | VEEV TC-83 Vero | influenza NS1A | H37Rv inhibition | PhoP GFP inhibition | tuberculosis growth | others
CC(=O)N1CC=CC1(C)C(=O)O (centres undefined) | 0.6% | 2% | -2% | -4% | -6%
O=C(NCCc1ccc(Cl)cc1)C1CCCO1 (centres undefined) | i | -1% | -4% | 5% | 6%
CCOC(=O)c1nc2sc(C)c(C)c2c(=O)[nH]1 | 1.1% | -4% | -9% | 0% | -36%
CC(Sc1ncc(C#N)c(N)n1)C(=O)Nc1ccccc1 (centres undefined) | 5.9% | 13% | 23% | 3% | 4% | VEEV TC-83 Vero 10K pilot screen=2.5
COc1cccc(C2(O)CCN(C(=O)C3CCC3)CC2)c1 | 1.9% | 1% | -8% | -1% | -10%
C=CCOc1ccc(NC(=O)C(=O)NCCCn2ccnc2)cc1 | 1.9% | 4% | 20% | 1% | 2%
Cc1ccc(NC(=O)C2CC2)cc1S(=O)(=O)N1CCOCC1 | 1.0% | 6% | -3% | · | 12%
CCOc1ccc(C2=[N+]([O-])C(C)(C)N(O)C2(C)C)cc1 | 0.5% | 18% | -3% | 0% | ·
CC(SC1=Nc2ccccc2C2CC=NN12)C(=O)NC1(C#N)CCCCC1 (centres undefined) | 10% | 9% | 13% | 6% | 34%
Cn1c(=O)c([N+](=O)[O-])c(NCCc2ccccc2)c2ccccc21 | 0.7% | 1% | 6% | 0% | ·
O=C(Nc1ccc(O)c(-c2nc3ccccc3o2)c1)C1(c2ccccc2)CCCC1 | 2.7% | -5% | 0% | -7% | 0%
CC(=O)c1ccc(S(=O)(=O)Nc2ccc(-c3cn4c(n3)SCC4)cc2)cc1 | 0.8% | 4% | 2% | -2% | 21%
CN(CC(=O)Nc1ccc(N2CCOCC2)cc1)CC(=O)Nc1ccc(C(F)(F)F)cc1 | 4.1% | -1% | 30% | 0% | 70%
O=C1CCC[C@@H]2C[C@@]3(C[C@@H]4CCN1[C@H]24)Nc1cc(Cl)ccc1NC3=NC1CCCCC1 | i | 11% | · | · | ·
C[C@@H]1C[C@H]2[C@@H]3C[C@H](F)C4=CC(=O)C=C[C@]4(C)[C@@]3(F)[C@@H](O)C[C@]2(C)[C@@]1(O)C(=O)CO | 0.8% | -1% | 2% | 1%&6% | 3%

(listing goes on)
SMILES | VEEV TC-83 Vero | influenza NS1A | H37Rv inhibition | PhoP GFP inhibition | tuberculosis growth | others
Cc1ccc(C(=O)NCC(=O)OCC(=O)NC2CCCCCCC2)cc1 | 1.9% | -12% | -10% | -1% | -8%
Cc1cc(C)n(CCC(=O)Nc2cccc(F)c2)n1 | 8.1% | -6% | -8% | 0% | -3%
COc1ccc(NC(=O)COc2nsnc2N2CCCCC2)cc1 | 6.1% | 11% | 2% | -11% | 14%
COc1cc(C(=O)OCC(=O)NC2CCS(=O)(=O)C2)ccc1OCc1c(C)noc1C (centres undefined) | 0.1% | -1% | -1% | -10% | -2%
O=C(NCc1ccco1)c1cc(-c2ccccc2)nn1CC1CC(c2cccnc2)=NO1 (centres undefined) | 1.1% | -1% | 2% | -2% | 5%
CC1=NN(c2ccc(C(F)(F)F)cn2)C(=O)C1 | 1.4% | 16% | -1% | -6% | -5%
C=CCNC(=O)c1cc2cccc(OC)c2oc1=O | 0.3% | -2% | -5% | -10% | 40%
COc1ccc(-n2nnc3c(SCC(=O)N4CCCc5ccccc54)ncnc32)cc1 | i | 0% | 10% | 25% | -6%
O=C(O)CCNS(=O)(=O)c1ccc2ccccc2c1 | i | -12% | 0% | -10% | 8%
O=C(NCCc1ccc(Cl)cc1)c1ccc(NC2=NC3CS(=O)(=O)CC3S2)cc1 (centres undefined) | 0.9% | 22% | -5% | 0% | -35%
COc1cc(NC(=O)CN2CCN(c3ccccc3)CC2)c(C)cc1[N+](=O)[O-] | 0.4% | -5% | 4% | 2% | -14%
C/C(CC1CC(COCC(C)C)OC1=O)=N\Nc1nc(-c2ccccc2)cs1 (centres undefined) | 1.6% | 3% | -7% | -1% | 4%
CCN(CC)S(=O)(=O)c1ccc(Cl)c(NC(=O)COC(=O)/C=C/c2ccc(O)c(OC)c2)c1 | 5.1% | -5% | -3% | -8% | 25%
Cc1nc2sccn2c(=O)c1S(=O)(=O)Nc1ccc(N2CCN(C(=O)C(C)C)CC2)cc1 | 1.5% | 9% | 4% | 4% | -15%
CCOc1ccccc1C(=O)OCC(=O)Nc1cc(S(=O)(=O)N2CCOCC2)ccc1C | i | -4% | 2% | · | 2%
CC(=O)c1cccc(NC(=O)Nc2c(C)nn(C)c2C)c1 | 0.8% | -5% | -8% | 9% | -9%
c1coc(Cn2nnnc2CN2CCN(C3CCCC3)CC2)c1 | 1.9% | -1% | -6% | -1% | 2%
O=C(CN1CCCCC1)Nc1ccc(Br)cc1C(=O)c1ccccc1Cl | 4.3% | 1% | 15% | 8% | 31%
COc1cccc(NC(=O)Cc2c(C(=O)O)[nH]c3ccccc23)c1 | 1.0% | -10% | 1% | -4% | 5%
CCOC(=O)c1cn2nc(OP(=S)(OCC)OCC)cc2nc1C | 2.1% | -7% | -1% | -11% | 22%
COc1ccc(C(NC(=O)/C=C/c2ccco2)c2ccc(OC)c(OC)c2)cc1OC | i | 0% | 13% | -1% | -5%
COc1ccc(CCNC(=O)C2CCC(CNc3c(N4CCCC4)c(=O)c3=O)CC2)cc1OC (centres undefined) | 1.2% | 3% | -3% | 4% | -10%
C[C@@H]1CN([C@H](C)CO)C(=O)c2cc(NC(=O)Nc3ccc(C(F)(F)F)cc3)ccc2O[C@H]1CN(C)C(=O)Nc1ccc(F)cc1 | 4.9% | -16% | · | · | ·
CC(C)CCC(C)NC(=O)CN1C(=O)NC(C)(c2ccc3ccccc3c2)C1=O (centres undefined) | 5.6% | 1% | -7% | -14% | 30%
COc1ccccc1CNC(=O)C(NC(=O)Nc1ccccc1)C(C)C (centres undefined) | 1.1% | -7% | 4% | -4% | 4%
CCOc1cccc2sc(N(CCCN(C)C)C(=O)c3ccc(S(=O)(=O)N(C)CC4CCCO4)cc3)nc12 (centres undefined) | 3.4% | 7% | 2% | -15% | 5%
COc1ccc(N(C(=O)CNC(=O)c2cccs2)C(C(=O)NCC2CCCO2)c2ccc(OC)c(OC)c2)cc1 (centres undefined) | 3.4% | -2% | -2% | 3% | -4%
COc1ccc(NC(=O)c2cc(F)c(F)cc2Cl)cc1Cl | i | -10% | 2% | 9% | 0%
CCOC(=O)c1c(C)[nH]c(C(=O)OCC(=O)N(C)C2CCS(=O)(=O)C2)c1C (centres undefined) | 2.0% | -18% | 1% | 21% | 5%
C=C(C)COc1ccc(-c2ncncc2-c2ccc(OC)cc2)c(O)c1 | 2.8% | 0% | 64% | 0% | 15%
CCOc1cccc(OCCCCn2ccnc2)c1 | 1.5% | -24% | 3% | 1% | 79%
O=S(=O)(c1ccccc1)N1CCN=C1SCc1ccc(Cl)c(Cl)c1 | 7.2% | -5% | 14% | -8% | 38%
CCOC(=O)N1CCN(C(=O)C2CCN(C(=O)c3ccc(C(C)(C)C)cc3)CC2)CC1 | i | 4% | 7% | 13% | 17%
CC(C)C[C@H]1CNC(=S)N1CC1CCN(CCCC2CCCC2)CC1 | i | -3% | · | · | ·
COC(=O)C1C(C(=O)OC)C1(c1ccccc1)c1ccccc1 (centres undefined) | 1.0% | -1% | -5% | 14% | -3%
c1ccc(Oc2ccc(-c3ccnc4nc(N5CCOCC5)nn34)cc2)cc1 | 5.4% | -3% | ? | 13% | 22%
COC(=O)c1sc(NC(=O)/C=C/c2ccc(C)o2)nc1C | 3.1% | 0% | 0% | 5% | 4%
O=C1C2C3C=CC(CC3)C2C(=O)N1/N=C/c1ccc(O)c(O)c1 (centres undefined) | 0.3% | 0% | 2% | -6% | -17%
COC(=O)CNC(=O)C(CCSC)NC(C)=O (centres undefined) | i | -2% | -1% | -4% | -13%
Cc1ccc(OCC(O)CN2CCOCC2)cc1C (centres undefined) | i | -5% | 6% | 4% | 4%
Cn1cc(C(F)(F)F)nc1-c1ccc(OCC(O)CNCCOc2ccc(O)c(C(N)=O)c2)cc1 (centres undefined) | 0.6% | 6% | 1% | -15% | -4%
Cc1cc(-c2ccc(C)c(S(=O)(=O)NCc3cccc(Br)c3)c2)on1 | 3.8% | -3% | 14% | -15% | 14%
N#Cc1ccc(OCC(=O)OCCCOC(=O)COc2ccc(C#N)cc2)cc1 | 4.6% | -4% | -1% | -10% | 80%
O=C(NNC(=S)NCc1ccccc1)c1ccccc1OC(F)F | 2.1% | -1% | -5% | -6% | -23%
COc1ccc(N(C(=O)c2ccccc2)S(=O)(=O)c2cccs2)cc1 | 6.5% | 1% | 0% | 3% | 51%

Compounds as they come; overall some 1.5% were active at least once.
